Mtb UGM inh: M. tuberculosis UGM enzyme inhibitors, primary screen, biochemical, fluorescence polarization, single point. UDP-galactopyranose mutase (Mycobacterium tuberculosis (strain ATCC 25618 / H37Rv)), …. purified UGM, fluorescence polarization probe displacement. inhibition, % at 10 µM. 320,000 compounds, 0.06% hits. AID 504406, 2011; in the data active = inhibition above about 10%, passing the limit was not always enough
Target sequence (P9WIQ1 whole entry, looked up): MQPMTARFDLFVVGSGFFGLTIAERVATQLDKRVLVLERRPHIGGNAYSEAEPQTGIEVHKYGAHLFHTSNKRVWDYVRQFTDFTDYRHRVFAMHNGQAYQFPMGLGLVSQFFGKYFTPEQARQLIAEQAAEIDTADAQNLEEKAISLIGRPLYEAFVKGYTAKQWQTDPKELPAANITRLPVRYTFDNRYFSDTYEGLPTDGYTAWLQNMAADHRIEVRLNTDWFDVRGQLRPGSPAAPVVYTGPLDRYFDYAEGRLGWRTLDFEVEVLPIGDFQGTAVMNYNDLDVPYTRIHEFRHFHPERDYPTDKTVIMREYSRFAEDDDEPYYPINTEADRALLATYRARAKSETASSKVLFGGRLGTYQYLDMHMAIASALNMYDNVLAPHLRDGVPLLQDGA
CCHFV vOTU inh: CCHFV vOTU protease inhibitors, primary screen, biochemical, Pep-AMC substrate, fluorescence | Crimean-Congo hemorrhagic fever virus L polyprotein viral ovarian tumor (vOTU) protease … | AID 651958, 2012 | inhibition, % at 11.5 µM | 370,000 compounds, 0.55% hits; note: 0% = vehicle wells with enzyme and 100% = no enzyme wells
GDH-TPI inh: GDH-TPI coupling enzyme inhibitors, primary screen, artefact control for M. tuberculosis FBA inhibitor project, biochemical, absorbance, full deck; GDH-TPI coupled enzyme counterscreen, NADH absorbance; 360,000 compounds, 1.2% hits; inhibition, % at 4.8 µM;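 note: 0% = DMSO wells and 100% = wells lacking the enzyme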
FadD28 binding: inhibitors of FadD28 bisubstrate probe binding, primary screen, biochemical, fluorescence polarization, single point. Mycobacterium tuberculosis FadD28 fatty-acid-AMP ligase. inhibition, % at 12.5 µM. 360,000 compounds, 0.22% hits; in the data active = inhibition above about 8.5%, passing the limit was not always enough
BoNT A protease: BoNT/A light chain protease inhibitors, primary screen, biochemical, flow cytometry, MLPCN library; Botulinum neurotoxin type A light chain protease (Clostridium botulinum A str. ATCC 3502); multiplex microsphere protease substrate cleavage; inhibition, % at 10 µM; 360,000 compounds, 0.17% hits; in the data active = inhibition above about 30%; note: plate controls were buffer without enzyme for full effect and enzyme alone for no effect
BoNT-F LC inh: BoNT/F light chain protease inhibitors, primary screen, biochemical, flow cytometry, MLPCN library | AID 588497, 2011 | inhibition, % at 10 µM | 360,000 compounds, 0.22% hits | Multiplex microsphere protease cleavage assay; in the data active = inhibition above about 35%, passing the limit was not always enough; note: plate controls were buffer without enzyme for full effect and enzyme alone for no effect
Mtb BioA inh: M. tuberculosis BioA enzyme inhibitors, primary screen, biochemical, plate reader, single point, HTS. 7,8-diaminopelargonic acid synthase BioA (Mycobacterium tuberculosis). purified M. tuberculosis BioA enzyme. inhibition, % at 9.99 µM. 360,000 compounds, 0.096% hits; in the data active = inhibition above about 40%
PrPC surface inh: inhibitors of human cell surface prion protein PrPC, primary screen, cell-based, TR-FRET; Major prion protein (Homo sapiens), P04156; TR-FRET read-out; inhibition, % at 13.8 µM; 370,000 compounds, 0.43% hits; AID 720596, 2013; in the data active = inhibition above about 24%; note: 0% = median of the test wells and 100% = reference compound wells
FBA Mtb inh: Mtb FBA enzyme inhibitors, primary screen, biochemical, fluorescence, strain H37Rv; Fructose-bisphosphate aldolase (Mycobacterium tuberculosis (strain ATCC 25618 / H37Rv)), …; purified M. tuberculosis FBA, fluorescence read-out; inhibition, % at 1 µM; 360,000 compounds, 2.3% hits; AID 588726, 2011; in the data active = inhibition above about 27%;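 note: 0% = vehicle and 100% = reference inhibitor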
Target sequence (P9WQA3 whole entry, looked up): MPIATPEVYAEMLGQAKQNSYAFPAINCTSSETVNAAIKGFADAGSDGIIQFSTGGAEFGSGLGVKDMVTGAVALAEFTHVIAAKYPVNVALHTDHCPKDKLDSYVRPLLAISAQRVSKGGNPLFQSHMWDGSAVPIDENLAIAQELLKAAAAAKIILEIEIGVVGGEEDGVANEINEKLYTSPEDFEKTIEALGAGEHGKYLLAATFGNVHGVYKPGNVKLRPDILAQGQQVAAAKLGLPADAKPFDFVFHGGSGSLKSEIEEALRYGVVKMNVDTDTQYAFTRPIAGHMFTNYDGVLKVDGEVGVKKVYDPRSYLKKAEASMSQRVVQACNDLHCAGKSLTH
* hit, by the source's call; nt = not tested or not shown; + = active, no number. Cut-off read from the data, not from the text of the source, unless noted: active = inhibition above about 30%; inactive = the rest.

Below each compound – Mtb UGM inh | PrPC surface inh | BoNT-F LC inh | GDH-TPI inh | CCHFV vOTU inh | BoNT A protease | Mtb BioA inh | FBA Mtb inh | FadD28 binding
CCN(CC)CCn1c(NCc2cccc(OC)c2OC)nc2ccccc21
 : -1.2 | -14 | 0 | 2 | -3 | -0.2 | 1.5 | 2 | -4.3
CCC(C)Nc1nnc(SCC(=O)c2c(N)n(C3CC3)c(=O)[nH]c2=O)s1 (configuration not stated)
 : -2.3 | 1 | -6 | -6 | -13 | 0.7 | nt | -2 | -2.4
CC1CCCN(C(=O)Cn2nnc(-c3ccc(S(C)(=O)=O)cc3)n2)C1 (configuration not stated)
 : -0.7 | 5 | 8 | -8 | 18 | 0.0 | -1.5 | -1 | -3.8
COc1ccc(C(CNC(=O)c2cc3c(s2)CCC(C)C3)N2CCOCC2)cc1 (configuration not stated)
 : -0.5 | 6 | 3 | 2 | 11 | -2.5 | -1.7 | 5 | -1.9
CC(OC(=O)C1CCCO1)C(=O)NC1CCCC1 (configuration not stated)
 : 1.8 | -7 | -2 | 4 | -2 | 0.8 | 0.8 | 1 | -2.1
CN1/C(=C/C=C(C#N)C#N)C(C)(C)c2ccccc21
 : 0.8 | 4 | -1 | 3 | -7 | 0.1 | -6.6 | -10 | -2.2
COc1ccc(CC(=O)O/N=C(\N)c2ccccc2)cc1OC
 : -3.0 | 3 | 8 | -1 | -12 | 0.1 | 0.5 | 2 | 0.0
CC1CN(CC(=O)Nc2nc(-c3ccc(Cl)cc3)cs2)CC(C)O1 (configuration not stated)
 : 1.6 | 11 | -12 | 8 | 4 | -3.6 | -0.4 | -2 | -2.6
CCc1cc(-c2nc(N)ncc2-c2ccc(Br)cc2)c(O)cc1OC
 : -0.5 | 4 | 0 | 17 | 3 | -0.2 | 1.2 | -3 | -1.5
CSc1ccc(C(=S)N2CCN(C(c3ccccc3)c3ccccc3)CC2)cc1
 : 2.1 | 1 | -5 | -3 | 0 | -2.3 | 2.2 | -1 | -4.1
S=C(N/N=C1\CCc2ccccc21)NC1CCCCC1
 : 1.5 | 6 | -5 | 6 | 9 | -0.8 | nt | 1 | -2.1
CC(=O)c1c(O)cc(O)cc1CC(=O)O
 : 2.1 | -3 | -3 | 9 | 5 | 0.2 | -2.1 | 3 | -2.8
CC1=CC(C)(C)N(C(=O)CSc2nncn2C)c2ccccc21
 : -0.2 | -4 | -8 | 7 | 11 | 0.4 | 0.0 | 4 | -2.6
O=C(NC1CCCCC1)c1cccc2c1C(=O)c1ccc(N3CCCC3)cc1S2(=O)=O
 : 5.8 | -27 | 5 | 14 | 12 | 1.6 | -2.8 | -6 | -0.6
CCCCCCCCCCCC(=O)c1c(O)cccc1O
 : 2.4 | 7 | -6 | 15 | 23 | 0.6 | 0.6 | 4 | 0.6
CN(Cc1ccccc1)C(=O)[C@@H]1CCCN1C(=O)[C@@H]1CCCN1C(=O)c1cccs1
 : nt | -6 | -2 | nt | 1 | -0.5 | nt | nt | nt
Cc1ccccc1OCC(=O)OCC(=O)Nc1cc(S(=O)(=O)N2CCCCC2)ccc1Cl
 : 1.7 | 10 | -2 | -7 | 15 | -3.7 | nt | -1 | -3.5
COc1ccc(S(=O)(=O)N(C)C[C@H]2Oc3ccc(NS(=O)(=O)c4c(C)noc4C)cc3C(=O)N([C@H](C)CO)C[C@@H]2C)cc1
 : -0.5 | -6 | -3 | 1 | -4 | -0.9 | 1.3 | 3 | 0.6
CCC(C(=O)N/N=C/c1cccnc1)c1ccccc1 (configuration not stated)
 : 0.4 | 1 | 1 | 0 | -9 | 2.2 | 0.6 | -1 | -4.9
COC(=O)c1ccc(CSC2=NC[C@@H]3[C@@H]4C(=O)N(C)C(=O)[C@@H]4[C@](C)(C(=O)OC)N23)cc1
 : nt | 6 | 0 | 9 | -14 | -0.4 | -1.5 | -2 | -2.1
Cc1ccc(N(C(=O)CS(=O)CC(=O)Nc2ccc(F)cc2)C(C)C(=O)NC(C)(C)C)cc1 (configuration not stated)
 : 1.3 | 0 | -32 | 1 | 6 | -2.3 | nt | 2 | nt
CC(=O)N(C)c1ccc(NC(=O)Nc2ccc(C)c(C)c2)cc1
 : -1.0 | 17 | -2 | 9 | 3 | 0.6 | nt | -5 | -2.0
CCn1c(C(C)NC(=O)c2ccccc2C)n[nH]c1=S (configuration not stated)
 : 0.9 | 5 | 2 | -4 | 11 | -0.4 | -2.0 | 2 | -1.7
COc1cccc(C(=O)COC(=O)c2cccs2)c1
 : 4.5 | 1 | 10 | 1 | -11 | -0.9 | -0.5 | -1 | -0.6
Cc1nn(Cc2ccc(Cl)cc2Cl)c(C)c1NC(=O)C1C2CCC(O2)C1C(=O)O (configuration not stated)
 : -2.5 | 14 | -1 | -3 | 6 | 0.8 | 2.1 | -1 | -2.7
CN(CC(=O)Nc1ccccc1Br)C(=O)CN1CCN(Cc2ccc(Cl)cc2)CC1
 : -1.0 | -10 | -4 | -1 | -3 | -0.3 | 0.2 | 0 | -2.5
Cc1cc2occ(CC(=O)NC3=NCCS3)c2cc1C(C)C
 : -0.5 | 7 | -13 | 7 | -94 | -0.2 | -0.7 | 0 | -0.3
COc1ccccc1NC(=O)C1C2C=CC3(CN(Cc4cccnc4)C(=O)C13)O2 (configuration not stated)
 : -2.3 | 0 | -2 | 1 | -4 | -1.1 | -2.4 | 0 | -0.8
O=C(NCc1ccc(F)cc1)C(c1ccccc1)N(C(=O)c1csnn1)C1CC1 (configuration not stated)
 : -1.0 | 11 | 1 | 3 | 0 | 0.1 | 1.2 | 2 | -2.3
CC(=O)Nc1ccc(S[C@@H](CCN2CC[C@H](O)CCC2=O)c2ccccc2)cc1
 : 0.8 | 3 | 3 | 6 | 4 | -0.6 | 0.0 | 1 | -0.2

Some entries already given with just Mtb BioA inh, Mtb UGM inh and GDH-TPI inh:
compound,Mtb BioA inh,Mtb UGM inh,GDH-TPI inh
CC(OC(=O)C1CCCO1)C(=O)NC1CCCC1 (configuration not stated),0.8,1.8,4
COc1ccccc1NC(=O)C1C2C=CC3(CN(Cc4cccnc4)C(=O)C13)O2 (configuration not stated),-2.4,-2.3,1

(list continues)
Below each compound – Mtb UGM inh | PrPC surface inh | BoNT-F LC inh | GDH-TPI inh | CCHFV vOTU inh | BoNT A protease | Mtb BioA inh | FBA Mtb inh | FadD28 binding
CCN(C(=O)c1cc2c(s1)-c1ccccc1OC2)c1cc(OC)ccc1OC
 : -0.3 | 0 | -3 | 21 | 6 | -1.0 | -0.6 | 2 | -0.6
O=C(NCCCN1CCCCC1)C1CCCN(c2ncnc3c2nc2n3CCCCC2)C1 (configuration not stated)
 : -0.2 | 2 | -3 | -17 | -6 | 0.0 | -0.2 | 1 | -4.1
COc1ccccc1-n1cnc2cc(NCc3ccco3)ccc21
 : 2.1 | 11 | 4 | 10 | -2 | 5.4 | -0.3 | -1 | -2.4
O=C(CCC(=O)Nc1ccc(Br)cc1)N/N=C/c1ccc(O)cc1
 : 0.4 | 0 | -16 | 10 | 3 | -3.9 | 1.1 | 2 | -0.3
CC1(C(=O)Nc2cnc3ccccc3c2)CCN1Cc1ccccc1OC(F)F (configuration not stated)
 : nt | -1 | 2 | 14 | 13 | -0.5 | -2.7 | -3 | -2.0
CS(=O)(=O)c1cccc(-c2nnc(NC(=O)c3ccc(S(=O)(=O)N4CCCC4)cc3)o2)c1
 : 1.8 | 5 | -2 | 6 | -13 | -3.6 | -1.1 | 0 | -3.1
Cn1c(=O)n(C)c2cc(S(=O)(=O)NCCO)ccc21
 : 1.6 | 2 | -4 | 4 | 2 | -0.4 | -0.7 | -1 | -0.6
C=CCNC(=S)N/N=C/c1ccc(OCc2ccccc2Cl)cc1
 : -0.4 | 8 | -4 | 17 | 5 | 0.1 | -0.8 | -3 | -2.8
O=C(CCCc1ccccc1)NCc1ccccn1
 : 0.8 | nt | 6 | 1 | nt | -1.8 | -1.2 | 0 | 0.4
COc1ccc(S(=O)(=O)N2CCN(c3cnccn3)CC2)cc1OC
 : 0.8 | -2 | -10 | 4 | 6 | -0.4 | -0.9 | 4 | 1.1
CCOC(=O)c1ccccc1NC(=O)CSc1nnc(Cc2cccn2C)n1-c1ccc(F)cc1
 : 0.5 | 7 | 0 | 7 | 19 | 0.8 | 2.5 | 1 | -3.9
Cc1cccn2c(=O)c3cc(C(=O)NCC4CCCO4)c(=N)n(C4CCCCC4)c3nc12 (configuration not stated)
 : 4.9 | -25 | -13 | 7 | -204 | -1.4 | -0.3 | + | 0.2
COC(=O)c1ccc(OC(=O)c2nn(C)cc2Cl)c(OC)c1
 : 0.0 | -1 | -16 | 11 | -3 | 0.4 | 0.3 | -6 | -1.7
CC(=O)N/N=C\c1ccccc1OC/C=C/c1ccccc1
 : 3.4 | -2 | 1 | 8 | 2 | 1.6 | -0.7 | 0 | 0.8
COC(=O)C1=C(c2cc3ccccc3s2)C[C@@H]2CC[C@H]1N2C(=O)NCc1ccc(C(F)(F)F)cc1
 : 0.7 | 21 | 2 | 16 | 11 | -0.2 | -2.0 | 2 | -8.0
CCN(CC)c1ccc(C(=O)OCc2cc(=O)oc3cc(O)ccc23)cc1
 : 2.5 | -2 | -1 | 32* | 4 | -0.3 | -3.3 | 72* | -0.5
COc1ccc(S(=O)(=O)/N=C2/NC(=O)/C(=C/c3ccco3)S2)cc1
 : 2.9 | 5 | -12 | 10 | 18 | -0.9 | nt | -7 | 20*
N#CC(C#N)=C(N)/C(C#N)=C/c1cc(O)c(O)c(O)c1
 : -0.8 | 61* | -12 | 23 | 13 | -1.6 | 2.3 | 17 | 13*
COc1ccc(-c2nc3ccccc3c(=O)n2NC(=S)N(C)C)cc1
 : nt | 0 | 6 | 3 | -6 | 1.0 | -0.3 | -1 | -1.5
CSc1nc2sc3c(c2c(=O)n1C)CCC3
 : 0.8 | 0 | 10 | -4 | -10 | 1.0 | -1.2 | 0 | -3.4
CCNc1nc(NC(C)(C)C)nc(N2CCCC2)n1
 : -1.2 | 15 | 4 | 1 | 7 | -0.2 | -2.2 | 1 | -2.2
Cc1cc(NC(=O)C2C3C(=O)N(CCC(C)C)C(C(=O)NCc4ccccc4)C34C=CC2(C)O4)no1 (configuration not stated)
 : 5.9 | 0 | 4 | -2 | -3 | 0.5 | -0.4 | -7 | -0.6
COc1cccc(CN2CCc3ccc(NC(=O)CCc4ccc(C)cc4)cc3C2)c1O
 : -1.3 | -8 | 3 | 9 | 9 | -2.3 | -0.8 | 4 | -1.5
Cc1nc(NC(=O)COC(=O)c2cc3c(s2)CCC(C)C3)c(Cl)cc1Cl (configuration not stated)
 : -2.7 | -3 | -3 | 5 | -4 | 0.5 | nt | 1 | 0.2
CN(C(=O)c1ccc2c(=O)n3c(nc2c1)CCCCC3)c1ccccc1Cl
 : 3.6 | -4 | -9 | 5 | -11 | 0.8 | 0.4 | 2 | -0.5

Ordered by heavy-atom count (high to low): 3 of the compounds above
Below each compound – Mtb UGM inh | PrPC surface inh | BoNT-F LC inh | GDH-TPI inh | CCHFV vOTU inh | BoNT A protease | Mtb BioA inh | FBA Mtb inh | FadD28 binding
CSc1ccc(C(=S)N2CCN(C(c3ccccc3)c3ccccc3)CC2)cc1
 : 2.1 | 1 | -5 | -3 | 0 | -2.3 | 2.2 | -1 | -4.1
Cc1nc(NC(=O)COC(=O)c2cc3c(s2)CCC(C)C3)c(Cl)cc1Cl (configuration not stated)
 : -2.7 | -3 | -3 | 5 | -4 | 0.5 | nt | 1 | 0.2
CC(OC(=O)C1CCCO1)C(=O)NC1CCCC1 (configuration not stated)
 : 1.8 | -7 | -2 | 4 | -2 | 0.8 | 0.8 | 1 | -2.1
